# Screens deposited in PubChem by several laboratories.
# MEX-5 binding: C. elegans MEX-5 TCR-2 RNA binding activity. Q9XUB2. MEX-5/FITC-TCR2 RNA binding, fluorescence polarization; stronger effect = lower value. activity score (negative = inhibition of binding), % at 10 µM. hit rate 0.38% among 300,000;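 active means inhibition past about -25% in most replicates, and total fluorescence under double the plate's negative control median, limit read from the data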;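 further: 0% = DMSO and -100% = 5 µM competing unlabeled TCR2 RNA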
# ZTA DNA inh: counter-screen for EBNA-1 inhibitors: inhibitors of Epstein-Barr virus ZTA. AID 2234. hit rate 0.15% among 320,000. inhibition, % at 11 µM. P03206. ZTA-DNA binding, fluorescence polarization; in the data active means inhibition above about 33%
# Target sequence (P03206 whole entry, looked up): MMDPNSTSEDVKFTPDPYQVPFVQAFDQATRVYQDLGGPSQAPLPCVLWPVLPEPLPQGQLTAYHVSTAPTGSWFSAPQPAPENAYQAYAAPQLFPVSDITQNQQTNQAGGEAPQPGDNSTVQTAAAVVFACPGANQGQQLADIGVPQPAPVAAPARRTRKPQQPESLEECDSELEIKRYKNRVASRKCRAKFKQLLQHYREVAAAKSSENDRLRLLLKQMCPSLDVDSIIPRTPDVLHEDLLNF
# EBNA-1 inhibitor: blocks EBNA-1 binding to DNA; EBNA-1 DNA binding, fluorescence polarization; inhibition, % at 14.8 µM; hit rate 0.34% among 300,000; AID 1950; in the data active means inhibition above about 28%
# GLD-1 TGE inh: GLD-1-TGE RNA interaction inhibition (C. elegans); Q17339; purified GLD-1 + fluorescein TGE RNA, fluorescence polarization; inhibition, % at 5.96 µM; hit rate 0.44% among 320,000; AID 2280;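 active means percent inhibition above a per-plate cutoff, the plate mean of test compounds plus 3 SD, cut at about 30% in these data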;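 further: 0% = DMSO wells with GLD-1 and probe and 100% = wells lacking GLD-1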
# Target sequence (Q17339 whole entry, looked up): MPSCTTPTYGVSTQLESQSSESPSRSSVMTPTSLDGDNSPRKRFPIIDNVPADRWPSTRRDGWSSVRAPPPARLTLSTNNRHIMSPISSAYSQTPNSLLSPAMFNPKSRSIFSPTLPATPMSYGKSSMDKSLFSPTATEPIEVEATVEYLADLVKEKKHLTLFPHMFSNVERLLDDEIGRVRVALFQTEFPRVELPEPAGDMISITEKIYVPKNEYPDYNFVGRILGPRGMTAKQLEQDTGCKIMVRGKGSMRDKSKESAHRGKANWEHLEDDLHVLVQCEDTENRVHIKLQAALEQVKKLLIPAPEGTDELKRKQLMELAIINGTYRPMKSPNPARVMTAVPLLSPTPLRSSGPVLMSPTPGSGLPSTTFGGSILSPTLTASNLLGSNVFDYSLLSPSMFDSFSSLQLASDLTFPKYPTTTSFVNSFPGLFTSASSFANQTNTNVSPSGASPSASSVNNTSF
# Efflux pump mplx: blocks antifungal efflux pumps in multiplex yeast assay. S. cerevisiae Candida pump triplex, Nile Red efflux. inhibition, % at 10 µM. hit rate 0.44% among 330,000;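 active means plate passing quality check with inhibition over a set limit, or well fluorescence over plate mean plus 4 SD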;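 further: Nile Red retained in pooled yeast measured as flow cytometry median fluorescence; 0% = buffer negative control and 100% = Enniatin B positive control; higher means more Nile Red kept so more efflux inhibition; some compounds called inactive have numbers as strong as hits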
# Fam108B inh: counter-screen for RBBP9 inhibitors: inhibitors of mouse Fam108B. recombinant Fam108B, FP-Rh probe fluorescence polarization. inhibition, % at 9.51 µM. hit rate 0.33% among 300,000;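 active means inhibition above the screen mean inhibition plus 3 SD, computed separately per campaign, cut at about 18% in these data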;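 further: inhibitors lower polarization as less probe binds the enzyme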
# MCL1-BIM inh: inhibitors of human MCL1 binding to BIM-BH3 peptide; GST-MCL1 / FITC-Bim-BH3 fluorescence polarization; Q07820; inhibition, % at 10.9 µM; AID 2057; hit rate 0.68% among 320,000;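 active means inhibition above the mean inhibition of all tested compounds plus 3 SD, set per campaign, cut at about 40% in these data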;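 further: 0% = DMSO wells and 100% = unlabeled Bim-BH3 peptide control; higher means more loss of mP so more displacement of Bim peptide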
# Yeast superoxide: caloric restriction mimetics inhibiting age-related superoxide in yeast; S. cerevisiae aged cells, superoxide DHE fluorescence; stronger effect = lower value; AID 2690; superoxide response (% of plate mean), % at 10 µM; hit rate 0.18% among 330,000;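 active means superoxide response under a set limit, about three screen SD below normal, cut at about 65% in these data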;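 further: yeast aged for seven days with compound at 30 °C before DHE staining; 100% = average MFI of all compound-treated wells on the plate with controls excluded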
# Bcl-xL primary: Bcl-xL (human) inhibition; hit rate 0.7% among 320,000; Q07817; inhibition, % at 10.9 µM; AID 2129; GST-Bcl-xL / FITC-Bim BH3 peptide fluorescence polarization;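 active means inhibition above the mean of all tested compounds plus 3 SD, cutoff set per campaign, cut at about 30% in these data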;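 further: 0% = DMSO wells and 100% = unlabeled Bim-BH3 peptide competitor; inhibitors lower millipolarization by displacing the labeled peptide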
# Target sequence (Q07817 whole entry, looked up): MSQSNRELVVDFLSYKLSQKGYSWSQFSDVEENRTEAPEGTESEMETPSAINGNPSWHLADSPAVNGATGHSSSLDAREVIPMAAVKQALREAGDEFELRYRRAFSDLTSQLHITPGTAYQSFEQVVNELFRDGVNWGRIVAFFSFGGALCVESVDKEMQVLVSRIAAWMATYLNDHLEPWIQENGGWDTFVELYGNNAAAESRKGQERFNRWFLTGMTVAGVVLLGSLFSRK
# Active calls of the source: *; nt = no result given.
# Second line of a record – MEX-5 binding, ZTA DNA inh, EBNA-1 inhibitor, GLD-1 TGE inh, Efflux pump mplx, Fam108B inh, MCL1-BIM inh, Yeast superoxide, Bcl-xL primary
COc1ccc(CNC(=O)[C@H](C)N2C(=O)N3CCc4c([nH]c5ccc(OC)cc45)[C@@]3(C)C2=O)cc1
    -4.2, -5, 1, 2, -0.5, 0, -3, 97, 4
CC(C)N=C(NS(=O)(=O)c1cccs1)c1ccccc1
    -1.4, 1, 1, 6, 0.4, 3, -1, 90, 4
CCOCCCNC(=O)C(c1ccc(C)cc1)N(Cc1cccs1)C(=O)CNC(C)=O (stereo not drawn)
    0.9, -3, 8, 0, 0.2, -2, 6, 100, 3
COc1ccc(CN(Cc2ccncc2)C(=O)CCC(=O)O)cc1
    0.5, -11, -14, 5, -0.1, 1, 2, 82, 2
CC1=NN(c2ccccc2)C(=O)/C1=C\c1cn(CCC#N)nc1-c1ccc(Cl)cc1
    0.8, 2, -8, 4, 0.2, 0, -7, 118, 0
O=C1CCCN1CN(C(=O)c1ccc2c(c1)OCO2)c1ccc(F)cc1
    -1.7, -14, 8, 6, 0.1, -1, 5, 89, 4
CCOc1c(OC)cccc1C1CC(=O)Nc2cc3c(cc21)OCCO3 (stereo not drawn)
    -1.1, 18, 9, 1, -0.1, 1, -9, 103, -3
COc1ccc2nc(NC(=O)CN3C(=O)NC4(CCCC4)C3=O)sc2c1
    -1.0, 16, -1, 5, 0.0, 0, 5, 89, 1
O=C(/C=C(/c1ccc(Cl)cc1)n1cncn1)c1ccccc1
    -4.3, -4, 5, 6, 0.2, 3, 7, 97, 5
CC(=O)Oc1ccc2c(=O)c(-c3nc4ccccc4s3)coc2c1
    0.4, -6, 8, 4, -0.1, 6, -1, 93, 9
COc1ccc(Cc2nnn(CC(=O)O)n2)cc1
    2.3, -14, -11, 0, -0.1, 2, 10, 95, 7
NS(=O)(=O)c1ccc(S(=O)(=O)N2CCN(C3CCCC3)CC2)cc1
    -0.2, 0, -18, -2, 0.2, 0, 7, 131, 3
Cc1ccc(C)c(Cn2c(C(C)O)nc3ccccc32)c1 (stereo not drawn)
    -0.3, 13, -5, -3, 0.3, -3, 7, 116, 1
CCOC(=O)C1=C(COC(=O)CNC(=O)c2ccc(Cl)cc2Cl)NC(=O)NC1C (stereo not drawn)
    -1.1, -2, 6, 2, 0.0, 3, -2, 104, 5
CCC(C)NCCOCCOc1ccc(Cl)cc1Br (stereo not drawn)
    -0.4, -19, -6, 7, -0.1, 0, 0, 76, 5
CCOc1cccc(Oc2ncccc2C(=O)/C(C#N)=C/N(C)C)c1
    1.8, -3, 10, 9, 0.1, -2, -5, 94, -2
Cc1ccc(OCc2n[nH]c(=S)n2-c2ccccc2)cc1C
    -0.6, -1, 6, 2, -0.2, -4, -5, 90, -16
CN(CC(=O)Nc1ccccc1C(F)(F)F)Cc1c(O)ccc2ccccc12
    -3.1, -5, -14, 5, 0.1, -3, 13, 126, 8
Cc1ccc(NC(=O)C2CCN(S(=O)(=O)c3ccc4c(c3)NC(=O)C(C)S4)CC2)cc1C (stereo not drawn)
    3.3, -4, -9, 2, -0.3, -11, -7, 115, 4
COc1ccc(Cl)cc1NC(=O)COC(=O)c1ccc(Cl)nc1
    nt, -18, nt, -2, -0.2, nt, -2, 78, 3

# Grouped by structure, the entries above with a thiophene ring, fused or not.
# Second line of a record – MEX-5 binding, ZTA DNA inh, EBNA-1 inhibitor, GLD-1 TGE inh, Efflux pump mplx, Fam108B inh, MCL1-BIM inh, Yeast superoxide, Bcl-xL primary
CC(C)N=C(NS(=O)(=O)c1cccs1)c1ccccc1
    -1.4, 1, 1, 6, 0.4, 3, -1, 90, 4
CCOCCCNC(=O)C(c1ccc(C)cc1)N(Cc1cccs1)C(=O)CNC(C)=O (stereo not drawn)
    0.9, -3, 8, 0, 0.2, -2, 6, 100, 3

# The results go on.
# Second line of a record – MEX-5 binding, ZTA DNA inh, EBNA-1 inhibitor, GLD-1 TGE inh, Efflux pump mplx, Fam108B inh, MCL1-BIM inh, Yeast superoxide, Bcl-xL primary
Cc1cc(C)n(-c2nc(NCCN(C)C)c3c4c(sc3n2)COC(C)(C)C4)n1
    4.5, -5, -6, 5, -0.1, 2, 14, 101, 1
COc1ccc(CCC(=O)O)cc1OC
    -1.0, -11, -6, 1, -0.1, 4, -2, 102, 4
O=C(/C=C/c1ccco1)OCC(=O)c1ccc(OC(F)F)cc1
    nt, -14, nt, 1, 0.1, nt, 9, 98, 5
COCCCNC(=O)/C(C#N)=C/c1c(N2CCN(c3ccccc3)CC2)nc2ccccn2c1=O
    1.1, -7, 4, -5, -0.1, -2, 10, 105, 12
C=CCNc1nc(C(=O)OCC(=O)NCc2ccccc2OC)cs1
    1.1, -5, -5, -5, 0.0, -1, -5, 116, -3
COc1ccc(S(=O)(=O)N2CCOCC2)cc1NC(=O)CSc1nnc(N)s1
    0.9, 1, 6, 7, 0.0, 1, 0, 97, -2
O=C(CSc1nc2nc(-c3cccs3)cc(C(F)(F)F)c2c(=O)[nH]1)NCc1ccco1
    -3.7, 10, -6, 2, 0.0, -4, 15, 108, 17
CCc1ccc(OCC(=O)NC2CCCCC2)c(Br)c1
    0.3, -3, 0, -3, -0.2, 2, -9, 104, 0
Cc1ccc(NC(=O)/C=C/c2ccco2)nc1
    -0.8, -4, 6, 6, -0.3, 2, 12, 101, 9
CC(C)C[C@H](NC(=O)OC(C)(C)C)C(=O)N/N=C/c1ccc2nccnc2c1
    -0.9, -11, 9, 3, -0.4, -1, -6, 66, -2
CC(=O)Nc1ccc(N(C(=O)CNC(=O)c2cccs2)C(C(=O)NCC2CCCO2)c2ccccc2)cc1 (stereo not drawn)
    -0.5, -10, -8, 0, -0.3, -1, 12, 84, 6
Cc1cccc(C)c1NC(=O)CN1CCN(C(=O)CNC(=O)c2ccc(N3CCCC3=O)cc2)CC1
    nt, 0, nt, -1, 0.1, nt, -3, 109, -2
CC(C)Cn1c(SCc2nnc(-c3cccs3)o2)nc(O)cc1=O
    1.5, -3, -6, -5, 0.1, -1, 4, 98, 2
CCOc1ccc(/C=C/C(=O)N(C)CC(=O)Nc2cccc(F)c2)cc1OCC
    0.1, 12, 12, 9, 0.1, -1, 2, 89, 3
CCCC(c1nnnn1C1CCCCC1)N1CCN(C(=O)c2ccco2)CC1 (stereo not drawn)
    -1.5, -5, -13, 3, 0.5, 2, -2, 101, -4
Cc1[nH]c2ccc3ccccc3c2c(=O)c1C/C=C/Cl
    0.2, -19, 3, 6, -0.1, 0, -1, 105, -2
NS(=O)(=O)c1ccc(CNC(=O)COc2ccc3c4c(c(=O)oc3c2)CCCC4)cc1
    2.2, -16, 3, 2, 0.1, -5, 4, 114, 3
N#Cc1ccc(-c2ccc(C3Nc4ccccc4C(=O)N3O)o2)cc1 (stereo not drawn)
    nt, -9, nt, -2, -0.3, nt, -5, 116, -3
O=C(CN1C(=O)C2(OCCO2)c2cc(Br)ccc21)NO
    -0.6, 4, 6, 0, 0.0, 4, 7, 86, -3
CN1CCN(C(=O)N(c2ccccc2)c2ccccc2)CC1
    4.8, 7, 1, 2, -0.1, 0, 0, 104, -1
CCOC(=O)C1=C2N(C)c3ccccc3N2CCC1=O
    nt, -1, 0, -8, 0.0, 1, 3, 96, 5
COc1ccccc1S(=O)(=O)NCc1ccc(C(=O)N(C)Cc2ccc(F)cc2)cc1
    nt, 0, nt, -3, 0.3, nt, 0, 100, 1
Cc1cccc[n+]1CC(=O)Nc1ccccc1
    -0.1, -5, 7, -2, -0.1, 3, 4, 94, 5
CCCn1c(SC(C(=O)Nc2cc(C)ccc2OC)c2ccccc2)nc2ccccc2c1=O (stereo not drawn)
    nt, 13, -3, -6, 0.0, 5, -4, 98, -2
CCc1c(C)c(C#N)c2nc3ccccc3n2c1N1CCN(c2cc(C)ccn2)CC1
    -1.1, -9, 0, 4, 0.0, -1, 11, 94, 5
Cc1ccc2nsnc2c1S(=O)(=O)N1CCCC1
    -1.7, 7, 13, 6, -0.1, 1, 6, 100, 7
CCOc1ccc(NC(=S)NN(C)C(=S)Nc2ccc(OCC)cc2)cc1
    -1.2, 11, 8, 3, -4.9, 9, 1, 105, 7
Cc1ccccc1COn1nnc2ccc(S(=O)(=O)N3CCOCC3)cc21
    -1.3, -20, -1, 5, -0.2, -2, -5, 93, 2
CCc1nc(N)c(C#N)c(-c2cccn2C)c1C
    3.2, 1, -3, -5, 0.1, 0, -9, 81, 1
CCOC(=O)CNC(=O)C1CCCc2c1[nH]c1ccc(Cl)cc21 (stereo not drawn)
    2.2, 1, -3, 1, 0.1, -3, -4, 106, -1
CCOC(=O)C1(CC2CCCCO2)CCN(S(=O)(=O)c2ccc(OC)cc2)CC1 (stereo not drawn)
    -0.5, -6, -4, -3, -0.2, 7, 3, 75, 9
CCCC[C@@H]1C[C@H]1[C@@H](NC(=O)c1ccccc1)c1ccccc1C(F)(F)F
    -0.6, 7, 0, 2, nt, -5, 1, nt, -3
Cc1c(C(=O)NCCCN2CCCC2=O)oc2ccc(S(=O)(=O)N3CCOCC3)cc12
    nt, 14, 2, 2, 0.1, 1, 1, 103, 2
Cc1noc(C)c1C(=O)Nc1nc(-c2ccccc2Cl)cs1
    2.6, -15, -7, 2, -0.3, -12, 3, 98, 7
COc1ccc(OCC(=O)Nc2ccc3c(c2)nc(CN2CCN(C(C)=O)CC2)n3C)cc1
    nt, 1, -7, -8, 0.2, -2, 4, 110, 2
COc1ccc(C2OC(=O)CC2C(=O)NCc2ccc(C)cc2)cc1OC (stereo not drawn)
    -1.9, 15, 8, 6, -0.1, 4, 5, 91, 3
Cc1ccc(-c2nc3c(c(SCC(=O)N4CCOCC4)n2)Cc2c(CO)cnc(C)c2O3)cc1
    -1.6, 11, 9, -1, 0.1, -1, 11, 91, 12
OCCOCCn1c(CCNc2nc(-c3ccc(Cl)cc3)cs2)nc2cc(Cl)c(Cl)cc21
    -0.2, -9, -9, -3, -0.1, -2, -1, 98, -1
CC1(C)C(=S)N(Cc2ccccc2)c2ccccc21
    3.0, 12, 8, 0, 0.0, 1, 5, 104, 0
CCOc1ccc(C(=O)OCC(=O)Nc2ccc(SC(F)F)cc2)cc1OCC
    -0.1, 9, -4, 8, 0.0, 7, -2, 97, 3

# A stretch from further up, as a working copy:
# Second line of a record – MEX-5 binding, ZTA DNA inh, EBNA-1 inhibitor, GLD-1 TGE inh, Efflux pump mplx, Fam108B inh, MCL1-BIM inh, Yeast superoxide, Bcl-xL primary
COc1ccc(CNC(=O)[C@H](C)N2C(=O)N3CCc4c([nH]c5ccc(OC)cc45)[C@@]3(C)C2=O)cc1
    -4.2, -5, 1, 2, -0.5, 0, -3, 97, 4
CC(C)N=C(NS(=O)(=O)c1cccs1)c1ccccc1
    -1.4, 1, 1, 6, 0.4, 3, -1, 90, 4
CCOCCCNC(=O)C(c1ccc(C)cc1)N(Cc1cccs1)C(=O)CNC(C)=O (stereo not drawn)
    0.9, -3, 8, 0, 0.2, -2, 6, 100, 3
COc1ccc(CN(Cc2ccncc2)C(=O)CCC(=O)O)cc1
    0.5, -11, -14, 5, -0.1, 1, 2, 82, 2
CC1=NN(c2ccccc2)C(=O)/C1=C\c1cn(CCC#N)nc1-c1ccc(Cl)cc1
    0.8, 2, -8, 4, 0.2, 0, -7, 118, 0
O=C1CCCN1CN(C(=O)c1ccc2c(c1)OCO2)c1ccc(F)cc1
    -1.7, -14, 8, 6, 0.1, -1, 5, 89, 4
CCOc1c(OC)cccc1C1CC(=O)Nc2cc3c(cc21)OCCO3 (stereo not drawn)
    -1.1, 18, 9, 1, -0.1, 1, -9, 103, -3
